Source: PubChem (National Center for Advancing Translational Sciences (NCATS))
PI4K2A block: qHTS for small molecular inhibitors of PI4K2A. Phosphatidylinositol 4-kinase type 2-alpha (Homo sapiens), Q9BTU6. purified PI4K2A, ADP-Glo luminescence, 1 h; stronger effect = lower value. activity change, negative = inhibition, % at 76.9 µM. 420,000 compounds, 0.13% hits. AID 1346378, 2018; in the data active = activity change below about -50%; inconclusive = mostly about -30% to -49%;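 note: -100% = wells without enzyme as full effect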
Target sequence (Q9BTU6 whole entry, looked up): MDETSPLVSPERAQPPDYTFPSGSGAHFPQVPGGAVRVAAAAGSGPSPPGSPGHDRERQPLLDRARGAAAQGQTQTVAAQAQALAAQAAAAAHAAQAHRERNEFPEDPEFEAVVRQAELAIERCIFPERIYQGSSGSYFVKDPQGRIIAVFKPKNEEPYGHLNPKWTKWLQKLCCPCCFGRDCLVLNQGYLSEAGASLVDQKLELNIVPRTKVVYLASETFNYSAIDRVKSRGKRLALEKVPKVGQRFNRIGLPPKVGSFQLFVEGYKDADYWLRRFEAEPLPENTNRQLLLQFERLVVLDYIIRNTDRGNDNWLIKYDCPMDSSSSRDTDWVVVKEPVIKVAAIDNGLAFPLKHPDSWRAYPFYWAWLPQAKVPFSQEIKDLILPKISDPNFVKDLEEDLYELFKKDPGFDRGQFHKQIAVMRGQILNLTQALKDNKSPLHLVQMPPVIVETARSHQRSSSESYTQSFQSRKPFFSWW
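PI4K2A activity was measured by ADP-Glo luminescence: enzyme (4 ug/mL stock) and phosphatidylinositol (1.2 mM stock) in Tris pH 7.5/MgCl2/EGTA/Triton X-100 buffer were reacted with ATP (300 microM stock) for one hour at ambient temperature.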
G9a block: qHTS Assay for Inhibitors of Histone Lysine Methyltransferase G9a. Histone-lysine N-methyltransferase EHMT2 (Homo sapiens), Q96KQ7. Potency, µM (series often up to 102 µM), inactives show at the highest dose activity, negative = inhibition, hits mostly inhibitors. G9a H3K9 monomethylation, AlphaScreen, 2 h. 350,000 compounds, 8.8% hits; note: potency is the fitted concentration of half-maximal effect; % is set by controls: 0 for no effect and ±100 for the full control effect; nearly all actives have a fitted effect of over 75% in size
Target sequence (Q96KQ7 913-1193 limits assumed): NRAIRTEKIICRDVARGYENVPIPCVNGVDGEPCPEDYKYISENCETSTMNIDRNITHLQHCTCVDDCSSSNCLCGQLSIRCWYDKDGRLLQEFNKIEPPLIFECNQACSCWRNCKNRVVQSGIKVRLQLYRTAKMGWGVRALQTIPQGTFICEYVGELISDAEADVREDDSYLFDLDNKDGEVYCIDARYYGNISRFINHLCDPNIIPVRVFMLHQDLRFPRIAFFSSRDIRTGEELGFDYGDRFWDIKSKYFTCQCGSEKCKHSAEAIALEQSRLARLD
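G9a (20 nM) preincubated 15 min RT with compounds, then 500 nM biotinylated H3K9 peptide and 20 uM SAM added; 2 h RT reaction. Monomethyl-H3K9 product detected by AlphaScreen with anti-H3K9me1 antibody, streptavidin donor and anti-rabbit IgG acceptor beads.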
Pin1 inh: qHTS Assay to Find Inhibitors of Pin1 | Pin1 FP peptide displacement, HiFluor488, 10 min | 390,000 compounds, 0.009% hits | Potency, µM (highest dose often 115 µM), inactives show at the highest dose activity, negative = inhibition, hits mostly inhibitors; active = well fitted inhibition curve with a large enough effect in the polarisation, with a control signal flat, not every such curve was filed as active; inconclusive = small, poorly fitted or top-dose-only effect, or effect the other way, or a change in a side signal; inactive = no such curve, though single readings can be large or run the other way; the % refers to the polarisation; note: potency is the fitted concentration of half-maximal effect; % is set by controls: 0 for no effect and ±100 for the full control effect
Target sequence (Q13526 whole entry, looked up): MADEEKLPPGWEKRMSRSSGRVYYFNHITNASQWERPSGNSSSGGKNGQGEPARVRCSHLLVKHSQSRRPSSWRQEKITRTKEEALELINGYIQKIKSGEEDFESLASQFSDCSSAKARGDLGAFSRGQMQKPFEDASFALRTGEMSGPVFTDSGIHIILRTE
JMJD2A Tudor: qHTS Assay for Inhibitors of JMJD2A-Tudor Domain; Lysine-specific demethylase 4A (Homo sapiens), O75164; AlphaScreen JMJD2A-Tudor / H3K4me3 peptide binding; Potency, µM (titrated, usually from 114 µM), for the others: at the top dose activity change, negative = inhibition, usual class: inhibitors; 390,000 compounds, 4.4% hits; note: potency is the fitted concentration of half-maximal effect; % is set by controls: 0 for no effect and ±100 for the full control effect; nearly all actives have a fitted effect of over 50% in size
HP1b chromo inh: HTS for Inhibitors of HP1-beta Chromodomain Interactions with Methylated Histone Tails; Chromobox protein homolog 1 (Homo sapiens), P83916; AlphaScreen HP1-beta / biotin-H3K9me3 peptide binding; Potency, µM (doses to about 114 µM), for the others: at the top dose activity change, negative = inhibition, actives largely listed as inhibitors; 390,000 compounds, 0.56% hits; AID 540317, 2011; note: potency is the fitted concentration of half-maximal effect; nearly all actives have a fitted effect of over 70% in size; inactives centre near 23
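AlphaScreen: HP1-beta (50 nM) preformed 30 min with biotin-H3(1-18)K9me3 peptide (50 nM) in PBS pH 7.4, 0.01% Tween-20. Compound added for 30 min at RT, then streptavidin donor/nickel chelate acceptor beads (10 ug/mL) for 30 min.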
PGK inhibitor: qHTS Assay to Find Inhibitors of Phosphoglycerate Kinase; Phosphoglycerate kinase, glycosomal (Trypanosoma brucei brucei), P07378; Potency, µM (series often up to 57.5 µM), for inactives: top-dose activity change, negative = inhibition, hits mostly inhibitors; 380,000 compounds, 0.043% hits; PGK/GAPDH coupled, Kinase-Glo luminescence, 60 min; AID 602233, 2012; note: potency is the fitted concentration of half-maximal effect; % is set by controls: 0 for no effect and ±100 for the full control effect; nearly all actives have a fitted effect of over 60% in size
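Recombinant glycosomal PGK reaction used 1,3-bisphosphoglycerate generated in-well by GAPDH (100nM final) in 100mM TEA pH 7.6, 5mM MgCl2, 0.01% Tween-20. After 60 minutes at room temperature, ATP was read by Kinase-Glo Plus luminescence end-point.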
BAZ2B inh: qHTS Assay for Inhibitors of BAZ2B; Potency, µM (titrated, usually from 114 µM), inactives show at the top dose activity change, negative = inhibition, hits mostly inhibitors; AlphaScreen BAZ2B-H3K14Ac peptide displacement; 360,000 compounds, 4.4% hits; AID 504333, 2011; Bromodomain adjacent to zinc finger domain protein 2B (Homo sapiens), Q9UIF8; note: potency is the fitted concentration of half-maximal effect; % is set by controls: 0 for no effect and ±100 for the full control effect; nearly all actives have a fitted effect of over 60% in size
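AlphaScreen displacement: compounds (up to 110uM) incubated 30 min at room temperature with a preformed 50 nM BAZ2B/50 nM biotinylated H3K14Ac peptide complex in PBS pH 7.4 with Tween-20. Donor and acceptor beads at 10 ug/mL final added, 20 min light-protected before reading.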
POLH inh: qHTS for Inhibitors of Polymerase Eta. DNA polymerase eta (Homo sapiens), Q9Y253. recombinant Pol eta, fluorescent DNA replication assay. Potency, µM (top dose mostly 114 µM), for the others: at the top dose activity change, negative = inhibition, actives largely listed as inhibitors. 390,000 compounds, 1.2% hits. AID 588591, 2011; note: potency is the fitted concentration of half-maximal effect; % is set by controls: 0 for no effect and ±100 for the full control effect
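Pol eta (10 nM) was preincubated with compounds for 15 min at room temperature, after which fluorescent replication substrate (50 nM final) was added to start the reaction. Fluorescence was read kinetically at 0 and 10 min.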
GLS inhibitor: qHTS for Inhibitors of Glutaminase (GLS) | Glutaminase kidney isoform, mitochondrial (Homo sapiens), O94925 | GLS enzymatic activity, qHTS titration | Potency, µM (highest dose often 45.5 µM), inactives show at the top dose activity change, negative = inhibition, hits mostly inhibitors | 410,000 compounds, 0.21% hits | AID 624170, 2012; note: potency is the fitted concentration of half-maximal effect; % is set by controls: 0 for no effect and ±100 for the full control effect
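Two-point fluorescence kinetic (t0, 30 min RT) for hKGA; glutamate detected via glutamate oxidase–HRP–Amplex Red. Substrate: 1 mM L-glutamine solution; buffer 45 mM KH2PO4, pH 8.2.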
* hit, by the source's call; i = inactive; ? = inconclusive; · = no result given; [ ] = dose if it differs, or a comment. Unless noted, calls come from the whole dose curve; as a rule, active = well fitted curve in the direction sought with a large enough effect; inconclusive = small, poorly fitted or top-dose-only effect, or another doubt; inactive = no such curve, though single readings can be large; an effect the other way counts as inactive or inconclusive. The list is partial; count on the stated rates, not on these rows.

SMILES	PI4K2A block	G9a block	Pin1 inh	JMJD2A Tudor	HP1b chromo inh	PGK inhibitor	BAZ2B inh	POLH inh	GLS inhibitor
C#CCNc1c(C)c(C)nc2ncnn12	0	-2%[59 µM]	6%	-14%	7%	-1%	12%	-10%	-2%
O=C(c1cnccn1)N1CCc2ccccc21	-3	13%[59 µM]	?	79µM*	-1%	-17%	?	?	?
NC(=O)C1CCN(C2CC(=O)N(c3cccc(F)c3)C2=O)CC1 (stereo not drawn)	-5	?	-5%	-2%	67%[activator]	7%	3%	-18%	1%
O=C(Cn1c(=O)n(Cc2ccc(C(=O)NCc3ccccc3Cl)cc2)c(=O)c2ccccc21)Nc1ccc(F)cc1	1	4%[59 µM]	21%	-18%	11%	-2%	-13%	-10%	-1%
O=C(CCNS(=O)(=O)c1ccccc1)NCCCc1ccccc1	0	?	-9%	-3%	21%	6%	5%	-16%	5%
Cc1nc(Nc2nc(CSc3nc4ccccc4[nH]3)cc(=O)[nH]2)nc2ccccc12	-10	-22%[59 µM]	3%	3%	29%	-9%	6%	-11%	-20%
O=C(COC(=O)[C@H](Cc1ccccc1)NC(=O)c1cccs1)Nc1c(Cl)cccc1Cl	5	50µM*	11%	-17%	24%	-10%	-2%	-22%	1%
COc1cc(-c2nnc3sc(-c4cccs4)nn23)cc(OC)c1OC	-5	?	-12%	-31%	-17%	-2%	13%	-12%	-9%
COc1cc(N=Nc2ccc(Br)cc2)cc(C=O)c1O	-2	·	·	·	·	6%	·	?	4%
COc1cc(CNc2ccc3[nH]c(=O)[nH]c3c2)cc(Cl)c1OCC(=O)NC(C)(C)C	-19	?	-4%	-13%[11.4 µM]	?	-4%	-33%	-9%	-4%

By substructure, the entries above containing nitrogen in an aromatic ring.
SMILES	PI4K2A block	G9a block	Pin1 inh	JMJD2A Tudor	HP1b chromo inh	PGK inhibitor	BAZ2B inh	POLH inh	GLS inhibitor
C#CCNc1c(C)c(C)nc2ncnn12	0	-2%[59 µM]	6%	-14%	7%	-1%	12%	-10%	-2%
O=C(c1cnccn1)N1CCc2ccccc21	-3	13%[59 µM]	?	79µM*	-1%	-17%	?	?	?
O=C(Cn1c(=O)n(Cc2ccc(C(=O)NCc3ccccc3Cl)cc2)c(=O)c2ccccc21)Nc1ccc(F)cc1	1	4%[59 µM]	21%	-18%	11%	-2%	-13%	-10%	-1%
Cc1nc(Nc2nc(CSc3nc4ccccc4[nH]3)cc(=O)[nH]2)nc2ccccc12	-10	-22%[59 µM]	3%	3%	29%	-9%	6%	-11%	-20%
COc1cc(-c2nnc3sc(-c4cccs4)nn23)cc(OC)c1OC	-5	?	-12%	-31%	-17%	-2%	13%	-12%	-9%
COc1cc(CNc2ccc3[nH]c(=O)[nH]c3c2)cc(Cl)c1OCC(=O)NC(C)(C)C	-19	?	-4%	-13%[11.4 µM]	?	-4%	-33%	-9%	-4%

Following part:
SMILES	PI4K2A block	G9a block	Pin1 inh	JMJD2A Tudor	HP1b chromo inh	PGK inhibitor	BAZ2B inh	POLH inh	GLS inhibitor
OCc1cn(-c2ccccc2)nc1-c1ccc(-c2nn(-c3ccccc3)cc2CO)cc1	11	11%[59 µM]	18%	-16%	18%	-1%	9%	-9%	4%
COc1ccccc1CN1C[C@@H]2C[C@@H](c3ccc(Cl)cc3)N3CCC[C@@]23C1=O	6	-50%	17%	-34%	?	0%	-36%	-24%	6%
CC1CN(C(=O)COC(=O)c2cncc(Br)c2)CC(C)O1 (stereo not drawn)	1	·	·	·	·	-5%	·	4%	5%
Cc1ccc(S(=O)(=O)N2CCCN(C(=O)c3cc4ccccc4[nH]3)CC2)cc1	0	?	4%	-15%	13%	-3%	?	-1%	-7%
Cc1ccc(OCC(=O)NNC(=O)c2ccc(-n3cncn3)c([N+](=O)[O-])c2)cc1	2	5%[0.501 µM]	-3%	-9%	43%[activator]	4%	-2%	-6%	16%
Cc1ccc(NC(=O)c2oc3ccc(S(=O)(=O)N4CCOCC4)cc3c2C)cc1C	1	30%[59 µM]	-2%	-10%	13%	0%	1%	-10%	-5%
CCN(CC)CCN1C(=O)C2C(C(=O)Nc3cccc(C)c3)C3C=CC2(O3)C1C(=O)NC1CCCC(C)C1C (stereo not drawn)	-2	?	1%	-8%	34%	5%	5%	-23%	11%
O=C(O)CSCCn1cccn1	-3	?	-9%	-15%	32%	-5%	-11%	-17%	5%
CCc1ccc(OCc2nnc(-c3ccccc3Br)o2)cc1	-7	?	2%	83%[activator]	84%[activator]	i	144%[activator]	-20%	-8%
CC(CCc1ccccc1)NC(=O)CN1CCc2ccccc2C1 (stereo not drawn)	2	3%	1%	?	6%	2%	-18%	2%	-5%
CCN(c1ccccc1)S(=O)(=O)c1cc2c(cc1C)N(C)CCO2	2	79µM*	-2%	?	2%	5%	?	-20%	19%
CCCOC(=O)C[N+](C)(C)CCOC1CC2CCC1(C)C2(C)C (stereo not drawn)	-1	7%[12.7 µM]	1%	-5%	24%	-6%	1%	3%	18%
CC(C)(C)OC(=O)N1CCC(NC(=O)c2[nH]cnc2C(=O)N[C@@H](Cc2ccccc2)C(=O)OCc2ccccc2)CC1	-1	5%[59 µM]	23%	-31%	44%[activator]	i	-15%	-16%	-3%
CCOC(=O)C1C(c2cccc(F)c2)NC(=S)NC1(O)C(F)(F)F (stereo not drawn)	3	-5%[59 µM]	-5%	-23%	29%	i	5%	-3%	-9%
CCOC(=O)CSc1nc(N)c(C#N)c(-c2cccs2)c1C#N	1	·	?	-14%[11.4 µM]	49%[activator]	-4%	6%	-4%	-12%
CCn1nc(C)c(Oc2ccccc2O)c1C	2	11%[2.33 µM]	-6%	-6%	36%[activator]	-9%	3%	-3%	3%
CC1(C)CC(N2CCCCC2)=CC(=[N+]2CCCCC2)C1	-2	?	-3%	-17%	8%	-6%	-17%	-19%	9%
COc1cccc(CN2C(=O)c3ccccc3S2(=O)=O)c1	1	10%[59 µM]	-3%	29%	90%[activator]	-5%	24%	3%	-16%
CCn1c(COc2ccc(C)cc2)nnc1SCC(=O)Nc1ccc2c(c1)OCCO2	-1	-24%	-5%	-1%	42%[activator]	-5%	-25%	?	-1%
CCOC(=O)c1[nH]c2ccc(Br)cc2c1NC(=O)CCN1CCC(C(=O)OCC)CC1	-16	50µM*	-5%	-12%[11.4 µM]	58%[activator]	-5%	5%	-17%	-4%
COc1cc2c(cc1OC)C1=C(C#N)CCC(=O)N1CC2	1	14%[59 µM]	-4%	-7%	50%[activator]	-6%	10%	15%	16%
CCc1cc2c(=O)n(CC(C)C)cnc2s1	2	9%	5%	-4%	21%	-3%	1%	1%	6%
CCc1ccc(Nc2ncnc3nc[nH]c23)cc1	-4	17%	-15%	-12%	61%[activator]	i	-11%	-16%	-2%
Cn1nccc1C(=O)N/N=C/c1c(O)ccc2ccccc12	5	21%	23%	-21%	51%[activator]	11%	?	-4%	-2%
CCOC(=O)N1CCN(C(=O)/C(=C\c2ccc(SC)cc2)NC(=O)c2ccccc2)CC1	3	-29%	-9%	-22%	2%	-3%	-12%	-6%	-12%
COc1ccc(CCNC(=S)Nc2cc(C)cc(C)c2)cc1	11	10%[59 µM]	6%	-28%	-11%	i	-38%	-7%	9%
O=C(CN1C(=O)CSc2ccc(S(=O)(=O)N3CCOCC3)cc21)NCc1cccnc1	-11	-1%	3%	-16%	5%	-1%	-5%	-13%	0%
Cc1cccc(NC(=O)Cn2c(C)c(C#N)c3ccccc32)c1C	-2	2%	5%	-2%	14%	-1%	5%	11%	12%
O=C1C=C(c2cccc3c2oc2ccccc23)CCC1	2	·	3%	19%	55%[activator]	-4%	·	-8%	2%
O=C1/C(=C/c2ccc3c(c2)OCO3)Oc2cc(OCC(=O)N3CCC[C@H]3C(=O)O)ccc21	-5	·	110%[activator]	-5%	20%	-4%	14%[57.1 µM]	-21%	8%
O=C(Nc1nc2c(s1)CN(Cc1ccccc1)CC2)c1cccc(S(=O)(=O)N2CCc3ccccc32)c1	0	-7%[0.501 µM]	?	-15%	40%[activator]	-3%	-30%	-19%	-3%
CCSc1ccc([C@@H]2[C@@H]3C(=O)N(CC)C(=O)[C@@H]3[C@]3(C(=O)OC)CCCCN23)cc1OC	-2	-27%[2.33 µM]	7%	?	16%	i	?	-9%	1%
CN(Cc1ccccc1)C(=O)[C@H]1CCC(=O)N1Cc1ccco1	-1	45µM*	-8%	-5%	43%[activator]	-4%	-22%	-14%	1%
COC(=O)c1ccccc1NC(=O)CCc1c(C)nc2c(c(C)nn2-c2ccccc2)c1C	-3	37%[activator][59 µM]	-8%	-10%	74%[activator]	i	2%	-8%	-7%
